aSyn UTR inh: MLPCN primary screen, SNCA 5' untranslated region. inhibition, % (tested at 7.5 µM). 300,000 tested, 0.82% active. alpha-synuclein 5'UTR reporter, inhibitor activity; in the data active = inhibition above about 60%; inconclusive = no clear call, values can overlap the other calls;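 also: H4 neuroglioblastoma cells stably carrying SNCA 5'UTR luciferase fusion; 0% = DMSO wells and 100% = positive control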
HDAC3 inh: HDAC3 deacetylase inhibitors, primary screen, biochemical, fluorescence, cell-free homogeneous; AID 2718, 2010; 320,000 tested, 0.15% active; inhibition, % at 8.3 µM; Histone deacetylase 3 (Homo sapiens), O15379; recombinant HDAC3, fluorogenic peptide/trypsin coupled; in the data active = inhibition above about 26%, passing the limit was not always enough; inconclusive = no clear call, values can overlap the other calls
Target sequence (O15379 whole entry, looked up): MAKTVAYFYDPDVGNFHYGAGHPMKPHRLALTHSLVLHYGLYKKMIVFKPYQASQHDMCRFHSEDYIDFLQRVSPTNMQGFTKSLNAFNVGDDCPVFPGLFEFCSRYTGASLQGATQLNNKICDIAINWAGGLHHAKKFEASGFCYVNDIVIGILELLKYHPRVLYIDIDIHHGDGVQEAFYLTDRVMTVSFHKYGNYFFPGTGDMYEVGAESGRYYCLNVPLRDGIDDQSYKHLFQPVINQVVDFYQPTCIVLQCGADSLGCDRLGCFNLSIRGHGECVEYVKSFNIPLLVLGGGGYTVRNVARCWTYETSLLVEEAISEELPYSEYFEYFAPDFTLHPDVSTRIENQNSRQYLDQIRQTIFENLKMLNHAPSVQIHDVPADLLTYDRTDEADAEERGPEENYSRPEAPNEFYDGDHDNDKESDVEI
HSP90 refold inh: HSP90 inhibitors, primary screen, cell lysate, luminescence | Heat shock protein HSP 90 (rabbit reticulocyte lysate; luciferase refolding) | Rabbit reticulocyte lysate, luciferase refolding luminescence, 3 h | 290,000 tested, 0.91% active | inhibition, % at 5.6 µM;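 active = inhibition above the screen-wide mean plus 3 SD, computed separately per campaign, cut at about 16% in these data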;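 also: 0% = DMSO wells and 100% = 60 µM geldanamycin wells; inhibitors lower the luminescence because luciferase stays unfolded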
IEC-6 cytotox: cytotoxicity in IEC-6 intestinal epithelial cells, primary screen, cytotoxicity control for KLF5 inhibitor project, cell-based, luminescence; inhibition, % at 5 µM; 290,000 tested, 0.78% active; IEC-6 cytotoxicity, luminescence viability; in the data active = inhibition above about 22%;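 also: 0% = plate median of test compound wells and 100% = cytotoxic reference compound wells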
Platelet DG rel: inhibitors of platelet dense granule secretion, primary screen, cell-based, MLPCN, human platelets. 300,000 tested, 0.22% active. human platelet-rich plasma, SFLLRN dense granule ATP release, luminescence. inhibition, %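 (compounds screened at 7.5 µM in platelet-rich plasma)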. AID 1663, 2009;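 active = mean replicate score, as percent of positive control, at or above 50; inconclusive = mean below 50 but at least one replicate at or above 50; inactive = mean and every replicate below 50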
AI-2 QS mod: Vibrio harveyi AI-2 quorum sensing modulators, primary screen, JMH597 strain, luminescence/OD600 ratio | Vibrio harveyi JMH597 AI-2 luminescence/OD600 ratio, 9 h; stronger effect = lower value; strain lacks LuxN and CqsS sensors; 0 = neutral-control median | activity change, % at 7.5 µM | 300,000 tested, 0.4% active; in the data active = activity change below about -75%, passing the limit was not always enough; inconclusive = no clear call, values can overlap the other calls;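 also: luminescence divided by OD600 gain over 9 h not by final OD600 alone; inactives centre near 13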
HSF1 inh: HSF1 inhibitors in luciferase reporter cells, primary screen, cell-based, NIH3T3, luminescence. NIH3T3-HGL HSE-luciferase, MG132-induced, luminescence 8 h; stronger effect = lower value. activity change, negative = inhibition, % at 7.5 µM (by protocol). 300,000 tested, 0.77% active;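 active = more than half of replicate wells show activity change below -50%, luminescence cut by over half; inconclusive = some wells, but at most half, below -50%; inactive = no replicate well below -50%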;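 also: luciferase reports HSF-1 transcriptional activity via heat shock element; 0% = median of DMSO wells and -100% = zero luminescence signal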
HIF act: HIF pathway transcriptional activators, primary screen, cell-based, U2OS HRE-luciferase, luminescence. U2OS HRE-luciferase reporter; normalized: DMSO 0%, desferrioxamine 100%. activation, % at 7.5 µM (by protocol). 300,000 tested, 0.32% active;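 active = mean activation of at least 10% of the iron chelator positive control signal, with at least half of replicates also reaching 10%; inconclusive = mean and replicate majority disagree about reaching 10%; inactive = mean and most replicates under 10%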
KLF5 inh: KLF5 expression inhibitors, primary screen, DLD-1 cells, luminescence. inhibition, % at 5 µM. 290,000 tested, 0.23% active. DLD-1 KLF5 promoter-luciferase reporter;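 active = inhibition above a per-plate limit of that plate's mean compound inhibition plus 3 SD, cut at about 60% in these data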;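 also: 0% = DMSO wells and 100% = LY294002 at 200 µM; higher means less KLF5 promoter-driven luciferase light; inactives centre near -14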
HSF-1 act: HSF-1 activators, primary screen, NIH3T3-HGL cells, MG132 stress, luminescence, single point; NIH3T3-HGL HSF-1 luciferase reporter, 8 h; 100% = twice DMSO control signal; activation, % at 9 µM; 300,000 tested, 1.7% active;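 active = mean replicate activation of at least 50% with a set share of replicates each reaching 50%; inconclusive = only one of those two conditions met; inactive = mean below 50% and too few replicates reaching it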;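 also: 0% = median of the neutral control wells and 100% = twice that signal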
Numbers without * were called inactive; ? = inconclusive; . = no result given.

SMILES	aSyn UTR inh	HDAC3 inh	HSP90 refold inh	IEC-6 cytotox	Platelet DG rel	AI-2 QS mod	HSF1 inh	HIF act	KLF5 inh	HSF-1 act
COc1ccccc1CN1C[C@@H]2C[C@@H](c3ccccc3OC)N3CCC[C@@]23C1=O	2	3	3	-1	-1	-7	-10	-1.4	9	-25
CC(=O)Nc1ccc(SCC(=O)OCC(=O)NC(=O)NC2CCCC2)cc1	-3	7	1	3	0	27	2	-0.1	-2	-1
COc1ccc(-n2nc(C(=O)Nc3cc(OC)c(OC)c(OC)c3)c3ccccc3c2=O)c(OC)c1	-3	-1	-1	-1	1	20	4	0.1	-48	9
COc1ccc(NC(=O)C2CCCN(S(=O)(=O)c3cccc4nonc34)C2)cc1 (stereo unspecified)	19	5	0	-5	-4	12	3	-0.3	-29	0
CCc1c(C(=O)OC)nnc2cc(C)nn12	7	-5	-3	1	2	17	-12	-0.1	-15	-7
CCC(=O)Nc1ccc(S(=O)(=O)N2CCc3ccccc32)cc1	6	0	0	0	1	-4	0	3.2	-29	5
C[C@H](NC(=O)c1cc2c(cn1)[nH]c1ccccc12)C(=O)O	14	2	-1	-2	-4	11	-2	0.1	13	-12
O=C(COc1ccccc1)NC(=S)Nc1ccc2c3c(cccc13)CC2	2	1	4	5	-3	-9	10	-0.3	-11	9
Cc1ccccc1N1CC(C(=O)Nc2nnc(SCCC3OCCO3)s2)CC1=O (stereo unspecified)	-14	-3	-1	-3	6	11	-6	0.3	-21	2
N#Cc1cc2c(nc1SCC(=O)N1CCCCC1)CCCC2	21	-8	-2	5	7	4	-2	0.7	-20	14
CN(Cc1cn(C)nc1-c1ccccc1F)Cc1nccn1C	-13	0	-1	0	6	8	-5	-0.9	-8	4
C=CCOc1ccc(C2C(C(=O)c3ccco3)=C(O)C(=O)N2CCCN(CC)CC)cc1 (stereo unspecified)	-46	-1	-4	-6	-1	4	2	-0.5	1	15
CCOC(=O)c1ccc2[nH]c3ccccc3c2c1	-133	-10	-4	11	3	11	21	2.6	-47	47
Cc1ccc(NC(=O)c2ccc(OC(F)F)cc2)cc1S(=O)(=O)N(C)C	-60	3	0	1	5	-36	-5	0.6	-44	14
NS(=O)(=O)c1ccc(CNC(=O)Cc2c(F)cccc2Cl)cc1	-28	0	-1	-5	-2	24	-3	-0.3	-30	3
CC(C)OC(=O)n1c(=S)oc2ccccc21	17	1	-9	6	-2	1	1	-0.1	-5	7
Cc1cc(C)n(C(=O)CSc2ccc(Cl)cc2)n1	-16	5	-2	-2	-7	8	-7	0.4	-2	-9
COc1ccc(NC(=O)c2cc(-c3ccco3)on2)cc1OC	-21	-2	-4	2	11	23	20	0.2	-35	12
Cn1c(-c2cccc(OCc3ccccc3)c2)nc2c1c(=O)[nH]c(=O)n2Cc1ccccc1	.	-2	0	-10	.	.	.	.	-17	.
COc1ccc(C(C)(C)C)cc1NC(=O)CCCn1c(=O)oc2ccccc21	20	7	-5	-1	9	13	0	-0.2	-42	8
COc1ccc(CC(=O)Nc2ccc(C(C)=O)cc2)cc1	-86	0	0	-1	7	-40	5	1.2	-73	18
CCn1c2ccccc2c2nc3cc(OC)c(OC)cc3nc21	-78	5	-2	2	-5	-1	18	1.1	-17	2
O=C(c1ccco1)N1CCCC(c2nc3c(nnn3Cc3c(Cl)cccc3Cl)c(=O)[nH]2)C1 (stereo unspecified)	17	-5	2	1	0	.	3	0.2	7	19
Cc1ccc(-c2nc(N3CCOCC3)sc2C(=O)N2CCOCC2)cc1	-9	-4	-2	-4	19	22	-7	-0.3	11	7
OC(COc1ccc(F)cc1Cl)CN1CCc2ccccc2C1 (stereo unspecified)	0	18	-3	-1	1	6	6	0.2	-4	5
Cc1ccc(-n2nc(C(=O)NN)c(C)c(C#N)c2=O)cc1Cl	1	2	5	-3	1	16	5	-0.2	0	-10
CCC1CC(C(=O)Nc2ccccc2)C(=O)O1 (stereo unspecified)	-64	9	.	.	2	20	-5	0.1	.	2
O=C(O)C1C2CCC(C2)C1C(=O)NCCCn1ccnc1 (stereo unspecified)	15	-1	.	.	-1	22	-1	0.2	.	1
Cc1ccc2c(c1)NC(=O)C(CC(=O)NCCCN1CCN(c3cc(C)ccc3C)CC1)O2 (stereo unspecified)	7	-4	0	4	2	51	-7	-0.5	-55	1
CC(C)Cc1nc2c(nnn2Cc2ccccc2F)c(=O)[nH]1	32	-3	6	6	17	15	2	-0.3	-39	2
COc1ccccc1OCC(=O)N(Cc1nc(-c2ccccc2)no1)C1CCCCC1	.	8	-1	-5	.	.	.	.	-12	.
O=C(Nc1cccc([N+](=O)[O-])c1)C1CC(=O)N(C2CCCCC2)C1 (stereo unspecified)	18	-3	4	8	4	16	0	-0.3	-27	7
Cc1c(S(=O)(=O)N2CCN(c3ccc(F)cc3)CC2)c(=O)n(C)c(=O)n1C	-12	1	3	5	5	20	0	0.1	12	3
Nc1nnc(CCCCCc2nnc(N)s2)s1	-11	-1	-1	-5	-9	15	2	0.1	4	1
COc1ccc(NC(=S)N2CCCCC2c2cccnc2)cc1 (stereo unspecified)	5	2	-1	8	-9	18	-7	0.6	-4	-11
COc1ccc(-c2ccc(-c3noc(-c4ccco4)n3)c(OC)n2)cc1	-126	-29	7	1	6	15	7	2.0	-37	19
Cc1ccc(NS(=O)(=O)c2c(C)[nH]c(C)c2C(=O)N2CCCCC2)c(Br)c1	9	6	-2	-1	-1	21	4	-0.3	0	6
CCCCCCc1cc2cc(C(=O)Nc3ccc(OC)cc3)c(=O)oc2cc1O	10	-3	0	0	-2	27	-10	0.1	3	-9
COC(=O)CC/C(O)=C1\C(=O)CC(C)(C)CC1=Nc1ccccc1OC	-4	4	0	-2	6	7	-5	2.8	-6	0
O=C(Oc1oc(-c2ccco2)nc1C=Nc1ccc(Cl)cc1)c1ccco1	-170	?	-2	0	-65	-10	-5	1.9	-91	-4
Cc1ccc(NC(=O)CNCC2CCCCC2)cc1S(=O)(=O)N(C)C	-12	0	5	3	7	31	0	-0.3	-10	-5
S=c1[nH]nc(-c2cc(-c3ccccc3)n[nH]2)n1/N=C/C(Br)=C/c1ccccc1	-42	5	0	4	-28	22	99	7.9	3	104*
CCN1CCN(C(=O)c2ccc(N3CC4CC(C3)c3cccc(=O)n3C4)c(NC(=O)c3cc(OC)cc(OC)c3)c2)CC1 (stereo unspecified)	3	-3	3	-8	-22	4	-7	-0.9	-11	-7
N#C/C(=C(/O)Cc1cccc2ccccc12)c1nc2ccccc2s1	-23	-1	2	-5	-2	26	-8	0.1	-15	0
N#Cc1c(-c2ccco2)cc(-c2ccccc2)[nH]c1=O	-14	-24	1	-18	-15	34	2	-0.2	-9	-4
COCCSc1nnc(NC(=O)c2ccc(NC(=O)C(C)C)cc2)s1	5	1	4	5	-2	21	-3	-0.7	-41	9
O=C(Cn1c2ccccc2c(=O)c2ccccc21)N/N=C/c1cc([N+](=O)[O-])ccc1N1CCCCC1	3	0	2	-6	-2	14	.	.	-11	.
COc1ccccc1NS(=O)(=O)c1ccc(-c2cc(C)no2)s1	-102	0	4	40*	-6	18	-1	3.8	27	10
Cc1ccc(/C=N/Nc2ccc(F)cc2F)s1	-180	4	0	0	0	10	54	3.1	-103	?
Cc1ccc(S(=O)(=O)c2nc(S(C)(=O)=O)sc2N2CCCCCC2)cc1	-113	6	0	9	0	17	3	4.9	-16	20
CCCCC(c1nnnn1CC1CCCO1)N1CCN(c2cc(Cl)ccc2C)CC1 (stereo unspecified)	13	.	4	1	-4	20	6	-0.4	-29	18
COc1cccc(-c2nc(N3CCN(C)CC3)c3ccccc3n2)c1O	-165	.	1	7	4	17	-1	0.9	-26	-7
CCn1c(COc2cc(C)cc(C)c2)nnc1SCC(=O)N1CCN(c2ccccc2)CC1	25	2	1	6	1	19	-3	-0.6	-7	4
C=CCNC(=O)CN1C(=O)C2C3c4ccccc4C(c4ccccc43)C2C1=O (stereo unspecified)	17	-1	0	-6	5	3	-1	-0.7	-16	-11
CCc1ccc(NC(=O)Cn2cnc3sc(C)c(S(=O)(=O)N4CCOCC4)c3c2=O)cc1	3	-5	0	-7	1	23	-7	0.0	-17	-6
COc1ccc(CC(=O)N(CCC2=CCCCC2)c2c(N)n(Cc3ccccc3)c(=O)[nH]c2=O)cc1OC	1	-1	.	.	0	22	10	0.0	.	6
Nc1c(C(=O)Nc2ccc(F)cc2)nnn1-c1cccc(C(F)(F)F)c1	-44	2	-1	1	-10	2	5	1.5	9	2
O=C1CN(S(=O)(=O)c2cccc(C(=O)O)c2)c2ccccc2N1	1	4	-2	4	12	8	-5	0.1	-24	0
NNC(=O)C1CC1(c1ccccc1)c1ccccc1 (stereo unspecified)	2	1	5	-1	2	20	-5	-0.9	1	-3
CC(/C=C/c1ccccc1)=N\NC(=S)NC(C)C	-51	17	0	11	8	-12	-4	1.3	-63	10
Remaining list, next part
SMILES	aSyn UTR inh	HDAC3 inh	HSP90 refold inh	IEC-6 cytotox	Platelet DG rel	AI-2 QS mod	HSF1 inh	HIF act	KLF5 inh	HSF-1 act
COc1ccc(F)cc1S(=O)(=O)NCC(c1ccco1)N1CCc2ccccc2C1 (stereo unspecified)	9	-3	.	.	.	14	4	0.6	.	6
Cn1c(SCC(=O)NC2CC2)nnc1-c1cccc(NC(=O)c2ccccc2F)c1	3	0	0	5	1	32	-8	-0.4	-25	-5
O=C(CSc1nnc(COc2ccccc2)o1)N1CCN(c2ccccc2)CC1	-9	7	1	-5	9	15	7	0.1	14	0
N#Cc1sc2nc(-c3cccs3)cc(-c3ccc(Cl)cc3)c2c1N	-57	9	-1	-2	7	49	2	0.7	-4	6
COc1ccc(C(=O)N/C(=C/c2cccnc2)C(=O)N2CCOCC2)cc1OC	-13	-2	-1	-1	11	11	-3	-0.9	8	5
CNC(=O)CSc1nnc(COc2ccc(Cl)cc2)n1CCOC	6	-2	5	0	4	4	6	-0.4	7	-1
O=S1(=O)C=CC(Sc2nc3ccccc3[nH]2)C1 (stereo unspecified)	1	-2	-1	-1	25	15	-5	-0.2	-18	-8
CSc1nc(O)c(C(c2ccccc2Cl)c2c(O)nc(SC)[nH]c2=O)c(=O)[nH]1	-23	6	.	.	19	8	-6	0.0	.	5
CCCCN(C)S(=O)(=O)c1ccc(C(=O)N=c2sc3cc(NC(C)=O)ccc3n2C)cc1	7	0	-3	-5	26	32	3	-0.6	-23	12

Some entries already given with just Platelet DG rel:
smiles	Platelet DG rel
Cn1c(SCC(=O)NC2CC2)nnc1-c1cccc(NC(=O)c2ccccc2F)c1	1
O=C(CSc1nnc(COc2ccccc2)o1)N1CCN(c2ccccc2)CC1	9

Compound activity as filed in PubChem BioAssay.
